Screening results from PubChem.
HTRA1 inhibitor – blocks human HTRA1 serine peptidase. AID 504803. Q92743. 340,000 tested, 0.5% active. recombinant HTRA1, FP-rhodamine activity-based probe, fluorescence polarization. inhibition, % at 5.96 µM; in the data active = inhibition above about 36%;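 note: 0% = enzyme with DMSO and 100% = wells lacking enzyme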
LEDGF integ inh – blocks HIV-1 LEDGF/p75-dependent DNA integration; inhibition, % at 3.7 µM; AID 743269; TR-FRET IN-LEDGF/p75 DNA integration, Eu/Cy5; 370,000 tested, 0.64% active;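 active = inhibition above the screen-wide mean plus 3 SD, cut at about 13% in these data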;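 note: signal is the Cy5 over europium emission ratio at 671 and 618 nm; 0% = plate median of compound wells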
PRMT1 FP inh – blocks human protein arginine methyltransferase 1 | Q99873 | recombinant PRMT1, activity-based probe fluorescence polarization | inhibition, % at 2.79 µM | 370,000 tested, 1.3% active | AID 652257;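 active = inhibition above about 21% made by adding two undisclosed values, limit read from the data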
Target sequence (Q99873 whole entry, looked up): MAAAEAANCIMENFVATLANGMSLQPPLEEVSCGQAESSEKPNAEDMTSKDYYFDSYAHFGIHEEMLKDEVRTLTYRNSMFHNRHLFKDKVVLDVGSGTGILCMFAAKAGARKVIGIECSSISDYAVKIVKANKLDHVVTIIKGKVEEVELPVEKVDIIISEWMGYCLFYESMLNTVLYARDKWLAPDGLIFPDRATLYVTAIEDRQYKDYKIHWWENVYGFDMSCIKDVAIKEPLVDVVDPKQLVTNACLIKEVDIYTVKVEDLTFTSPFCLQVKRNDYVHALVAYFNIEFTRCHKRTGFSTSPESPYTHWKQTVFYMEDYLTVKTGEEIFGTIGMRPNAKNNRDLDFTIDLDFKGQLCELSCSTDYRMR
Rev-erbA mod – Rev-erb alpha (human) modulation | AID 1259318 | Rev-erbα–FITC-DNA binding, fluorescence polarization, 90 min | 370,000 tested, 0.79% active | activity, % at 10 µM;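 active = activity above about 14%, limit read from the data; passing the limit was not always enough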;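 note: 0% = DMSO wells with 35 nM protein and 100% = DMSO wells with 750 nM protein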
TCR-CD3 inh – inhibitors of human TCR-CD3 interaction; 360,000 tested, 0.37% active; AID 651800; TAMRA-labeled TCR probe fluorescence, biochemical; inhibition, % at 9.4 µM; in the data active = inhibition above about 19%;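 note: recombinant mutant TCR 2C K166C tagged with TAMRA read by polarization; 0% = receptor in buffer alone and 100% = receptor with positive control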
PG9 Ab binder – binds the HIV-1 gp120 antibody PG9; TR-FRET gp120-PG9 antibody binding; inhibition, % at 6.7 µM; 360,000 tested, 0.43% active; in the data active = inhibition above about 8.5%
ABHD4 inh – inhibitors of mouse ABHD4; inhibition, % at 8.92 µM; Q8VD66; 370,000 tested, 0.54% active; purified mABHD4, FP-Rh probe fluorescence polarization;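 active = inhibition exceeding the mean over every tested compound plus 3 SD, cut at about 30% in these data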;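 note: 0% = plate median of compound wells and 100% = S159A mutant with DMSO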
Target sequence (Q8VD66 whole entry, looked up): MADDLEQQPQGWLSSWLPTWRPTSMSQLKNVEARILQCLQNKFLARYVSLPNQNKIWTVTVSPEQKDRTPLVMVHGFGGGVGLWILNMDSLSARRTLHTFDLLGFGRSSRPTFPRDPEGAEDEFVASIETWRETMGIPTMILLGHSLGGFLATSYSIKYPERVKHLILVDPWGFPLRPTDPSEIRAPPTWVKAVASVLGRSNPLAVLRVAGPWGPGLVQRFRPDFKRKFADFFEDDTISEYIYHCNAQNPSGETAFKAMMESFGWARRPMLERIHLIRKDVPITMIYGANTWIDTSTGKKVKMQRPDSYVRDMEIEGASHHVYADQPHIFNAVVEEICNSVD
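assay system = mABHD4 protein | compound dosing = single nominal dose of 8.92 µM, 0.89% DMSO final | read-out basis = percent inhibition of probe binding, normalized to plate controls | schedule = Enzyme–compound pre-incubation 45 min, then probe 60 min, both 25 °C | detection = fluorescence polarization, excitation 525 nm, emission 598 nm, BODIPY TMR filters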
SIAE inh – blocks human sialic acid acetylesterase; SIAE FP-Rh probe binding, fluorescence polarization; inhibition, % at 9.66 µM; 370,000 tested, 0.69% active;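 active = inhibition above a cutoff: mean of compounds within the control limits plus 3 SD of those, cut at about 17% in these data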;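 note: 0% = plate median of compound wells and 100% = probe without SIAE protein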
rCAG RNA binder – binds r(CAG) RNA repeats. 370,000 tested, 1.3% active. r(CAG) RNA repeat, TO-PRO-1 dye displacement fluorescence. inhibition, % at 3 µM;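 active = inhibition above the plate cutoff, the mean of all test compounds on that plate plus 3 SD, cut at about 35% in these data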;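 note: 0% = DMSO alone and 100% = 100 µM mitoxantrone as full dye displacement; higher means more dye released from RNA so lower well fluorescence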
TDP2 inh – blocks human TDP2 phosphodiesterase activity; AID 720702; recombinant TDP2, T5PNP hydrolysis, p-nitrophenol absorbance 415 nm; O95551; 370,000 tested, 0.34% active; inhibition, % at 12.8 µM;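 active = inhibition above the mean of all tested compounds plus 3 SD, set per campaign, cut at about 25% in these data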;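 note: 0% = DMSO with enzyme and 100% = buffer with substrate but no TDP2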
Target sequence (O95551 whole entry, looked up): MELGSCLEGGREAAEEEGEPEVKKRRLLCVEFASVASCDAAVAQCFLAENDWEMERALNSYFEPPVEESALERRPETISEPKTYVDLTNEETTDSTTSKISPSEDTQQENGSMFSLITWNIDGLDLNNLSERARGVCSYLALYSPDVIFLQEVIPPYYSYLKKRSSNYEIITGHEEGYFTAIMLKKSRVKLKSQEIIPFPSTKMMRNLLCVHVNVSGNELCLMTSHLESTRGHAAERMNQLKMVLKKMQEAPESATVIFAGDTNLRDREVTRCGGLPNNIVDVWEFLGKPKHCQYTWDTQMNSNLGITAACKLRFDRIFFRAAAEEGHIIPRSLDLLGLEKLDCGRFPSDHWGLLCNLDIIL
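Evaluation: % inhibition relative to enzyme-containing and enzyme-free wells. Material: recombinant human TDP2. Benchmarks: enzyme-free and DMSO wells. Timing: enzyme reaction with compound for 2 h at 37 °C. Compound dosing: 12.8 µM only. Measured by: p-Nitrophenol epi absorbance. Reagent: T5PNP substrate at 5 mM, a TopII-DNA adduct mimic. Replication: single well per compound.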
An asterisk follows results filed as active; · = no result given; & = joins results of further samples. A portion of the library, so the mix of outcomes need not match the whole.

smiles	HTRA1 inhibitor	LEDGF integ inh	PRMT1 FP inh	Rev-erbA mod	TCR-CD3 inh	PG9 Ab binder	ABHD4 inh	SIAE inh	rCAG RNA binder	TDP2 inh
COc1cc([C@@H]2CC=C(C(=O)O)[C@H](c3cccc(Cl)c3)N2S(=O)(=O)c2ccc(C)cc2)cc(OC)c1OC	-1	0	3	5	-1	-0.3	17	1	45*	1
CN1CCN(C(=O)C2=C[C@H](c3ccc(Br)cc3)C[C@H](OCCCCO)O2)CC1	-6	0	3	-1	0	1.9	-8	-2	4	-9
COc1cc([N+](=O)[O-])cc2sc(NC(=O)C(C)(C)C)nc12	-7	-6	2	4	3	1.2	4	-2	-1	0
COc1ccc(C(C)=O)cc1COC(=O)c1cccc(N(C)C)c1	-6	-4	2	5	-9	0.7	5	-2	6	-4
Cc1cc(NC(=O)CCC2COc3ccccc3O2)no1 (stereo unspecified)	-1	3	2	2	-1	0.5	2	3	-5	4
CC(OC(=O)c1cnc(Cl)c(Cl)c1)C(=O)NCc1ccccc1 (stereo unspecified)	-1	0	-2	1	1	-0.8	0	1	2	1
Cc1ccc(Cl)cc1NC(=O)CSc1sc2c(O)cc(=O)[nH]c2c1C#N	-16	2	15	-1	6	0.3	-9	-23	35*	2
O=C(CSc1nc2ccc(Cl)cc2[nH]1)N1CCN(C(=O)c2ccco2)CC1	-4	1	7	-5	7	-3.1	1	-1	8	-4
COc1cccc(N2CCN(C(=O)c3ccc(CS(=O)c4ccc(C)cc4)o3)CC2)c1 (stereo unspecified)	1	-1	-1	-5	4	-1.5	2	2	-4	5
Cc1cccc(CC(=O)c2c[nH]c3ccccc23)c1	·	-1	-3	-5	3	-2.6	-7	3	1	18
Cc1ccc2c(c1)COc1c3ccc(C(=O)N[C@@H](C)CO)cc3nn1-2	4	1	2	2	4	-3.4	-7	4	-2	7
CC(=O)Nc1cccc(-c2cc(NC=O)c3ncc(-c4ccc(C(C)=O)cc4)n3c2)c1	·	-4	7	-7	0	1.5	-11	-16	11	4
Cc1cccc(NC(=O)c2nc[nH]c2C(=O)N[C@@H](Cc2ccccc2)C(=O)OCc2ccccc2)c1	-49	3	1	4	0	0.1	-88	-93	18	-18
Cc1cccc(N2CCN(C(=O)c3cc(S(=O)(=O)N4CCOCC4)cn3C)CC2C)c1 (stereo unspecified)	2	0	6	5	-2	1.8	6	3	-3	9
Cc1ccccc1CC1(CO)CCCN(Cc2nc(-c3cccs3)oc2C)C1 (stereo unspecified)	-19	-10	2	-2	0	-1.1	5	0	-10	-13
CC(=O)Nc1cccc(NC(=O)CSc2nnc3ccc(-c4ccccn4)nn23)c1	7	3	-3	0	5	-1.0	0	-6	3	0
O=C(CN1CCc2ccccc2C1)Nc1cc(S(=O)(=O)N2CCOCC2)ccc1N1CCOCC1	5	0	-1	4	-4	-0.9	11	3	5	7
NS(=O)(=O)c1ccc(NC(=S)NCC2CCCO2)cc1 (stereo unspecified)	-1	-2	2	-6	12	-0.9	-1	6	1	-7
Cc1ccc(CNC(=O)Cn2c(=O)n(CC(=O)N3CCCCC3)c(=O)c3sccc32)cc1	11	0	-1	-3	-3	0.0	5	2	-4	13
CCCCc1nnc(NC(=O)c2oc3ccccc3c2C)s1	-1	-2	3	-4	-1	1.5	4	2	5	-4
O=C(Nc1cnn(C23CC4CC(CC(C4)C2)C3)c1)c1cc(-c2ccccc2)on1	-8	0	1	10	1	-1.2	3	-12	2	0
CCOC(=O)C(=CNc1ccc(C#N)cc1)C(=O)OCC	-4	-2	2	2	-2	-1.1	2	-3	-8	4
NS(=O)(=O)c1cc2c(cc1Cl)NC(C1CC3C=CC1C3)NS2(=O)=O (stereo unspecified)	-2	6	-2	-6&-6	3	-0.7	-1	-2	4	0
CS(=O)(=O)c1ccc2nc(NC(=O)C3CC(=O)N(c4ccccc4)C3)sc2c1 (stereo unspecified)	-1	0	-1	7	0	-0.3	5	5	3	14
Cc1nn(-c2ccccc2)c(Cl)c1C(=O)NCC(=O)O	5	-1	-6	-2	-6	-0.7	6	19*	1	10
O=C(CCCOc1ccccc1)N1CCN(S(=O)(=O)c2cccs2)CC1	5	-2	-1	-4	3	-0.9	-1	13	-4	9
CC(=O)Nc1ccc2sc(C)nc2c1	0	6	-1	-1	3	-0.5	-4	-7	2	0
N/C(=N\OC(=O)c1ccc2ccccc2c1)c1cccc([N+](=O)[O-])c1	-5	-1	1	-4	0	0.9	-1	-15	2	9
Cc1c(Cl)cccc1NC(=O)CC(C(=O)O)C1CCCO1 (stereo unspecified)	2	1	0	4	2	1.5	0	1	3	4
CCCN1CC23C=CC(O2)C(C(=O)O)C3C1=O (stereo unspecified)	6	2	2	4	-4	0.4	4	14	0	6
NC(N)=N/N=C/c1ccc(OCc2ccccc2)c(OCc2ccccc2)c1	-41	-5	4	6	-8	0.3	20	25*	18	-13
Cc1nn(C)c(NC(=O)c2ccc(Cl)cc2Cl)c1Br	6	3	-3	2	-3	-0.8	-2	0	2	-9
C[C@@H]1CN([C@@H](C)CO)C(=O)CCCn2nncc2CO[C@H]1CN(C)C(=O)Nc1ccc2c(c1)OCO2	-2	5	-1	-2	-1	2.5	0	0	1	-10
Cc1nnc(SCC(=O)N2CCc3ccccc32)s1	-9	3	-4	2	0	0.4	2	-12	-1	6
Cc1cc2ccccn2c1C(=O)c1ccncc1	-1	-3	2	5	-3	0.0	2	-2	-2	1
CN(CC(=O)Nc1ccccc1Br)C(=O)CNC(=O)Cc1cccc2ccccc12	1	0	0	-1	6	-2.3	-4	1	-6	10
Cc1cccc(OCC(=O)NCC(=O)N/N=C/c2c(C)[nH]c3ccccc23)c1	-4	-4	4	3	-7	-1.3	12	2	7	-10
CCn1c(Cc2ccc(OC)cc2)nnc1SCC(=O)N1CCN(c2ccccc2)CC1	6	1	-2	1	0	1.8	2	-10	-5	0
Cc1cc2oc(=O)cc(CN3CCN(Cc4ccccc4)CC3)c2cc1C	10	0	2	-3	6	-1.8	1	3	-3	11
COC(=O)[C@@]1(Cc2ccc(F)cc2)[C@H]2c3cc(C(=O)N(C)C)n(Cc4c(CO)[nH]cc(C)c4=O)c3C[C@H]2CN1C(=O)c1ccccc1	·	0	2	-1	0	1.4	-4	3	-3	11
Cc1ccccc1-n1c(C)cc(/C=N/Nc2ccc([N+](=O)[O-])cn2)c1C	12	2	1	-2	-10	-0.4	10	-4	6	-3
COc1ccc(C2CC(c3ccccc3)=NN2C(=O)COC(=O)C2(C)CC2(Cl)Cl)cc1 (stereo unspecified)	-29	-2	1	2	-2	0.1	-15	-11	4	-4
COc1ccc(NC(=O)CN(c2ccccc2OC)S(=O)(=O)c2cccs2)cc1Cl	-22	0	-1	7	3	-2.8	-10	-17	5	-11
CN(C)CCCN(C(=O)c1ccc(S(=O)(=O)N(C)Cc2ccccc2)cc1)c1nc2c(F)cccc2s1	-9	2	0	-2	9	0.7	3	0	-3	17
CCN(CC)c1ccc2cc(S(=O)(=O)c3ccc(C)cc3)c(=O)oc2c1	-1	-2	-3	-1	1	2.3	3	0	-1	0
O=C(NC1CCCCC1)C1COc2ccccc2O1 (stereo unspecified)	-3	4	-6	-2	8	-0.7	3	5	-2	-5
CN1CCN(C2CN(Cc3ccc(F)cc3)S(=O)(=O)C2)CC1 (stereo unspecified)	·	1	2	-4	-1	0.3	10	0	2	-1
COc1ccc(N2C(=O)CCC(C(=O)NCc3cccnc3)C2c2ccc(OC)c(OC)c2)cc1 (stereo unspecified)	2	-1	-1	-4	5	-0.7	0	2	-5	-1
O=C(CN1C(=O)/C(=C/c2ccco2)SC1=S)NC1CCS(=O)(=O)C1 (stereo unspecified)	11	55*	44*	-3	22*	-1.9	26	6	48*	16
O=C(CCn1c(=O)c2sccc2n(CC(=O)OCc2ccccc2)c1=O)NCc1ccco1	-1	-2	-1	4	-3	0.2	-3	-1	-3	1
COc1cc(C=Nc2cccc(C)c2)c(O)c([N+](=O)[O-])c1	10	0	0	3	-2	-4.6	12	7	3	0
CC(=O)Nc1ccc(NC(=O)[C@@H](NC(=O)N2C[C@H]3C[C@@H](C2)c2cccc(=O)n2C3)C(C)C)cc1	9	0	-3	1	-5	0.0	-4	-9	0	11
COc1ccc(CCN2CN(S(=O)(=O)c3ccc(OC)cc3)c3nc4ccccc4nc32)cc1	-4	0	2	-2	0	-2.1	-3	-9	8	-6
CC(OC(=O)c1ccc2c(c1)NC(=O)CS2)C(=O)c1ccc(F)cc1 (stereo unspecified)	-7	-2	3	12	-5	-0.1	-2	3	2	0
COc1cc(/C=N/NC(=O)CNS(=O)(=O)c2ccc(C)cc2)cc(OC)c1OC	1	1	-4	-2	3	-2.6	-3	-4	-2	7
CCc1ccc(OCC(=O)NC(=S)Nc2ccc(C)cc2C)c(Br)c1	-1	2	-1	9	6	0.3	8	2	0	-1
Cc1ccc(-c2csc3ncn(CC(N)=O)c(=O)c23)cc1C	1	2	-1	1	0	-1.4	1	-7	2	-3
CCOC(=O)c1[nH]c(C)c(C(=O)NC(C)CC)c1C (stereo unspecified)	-3	5	-5	0	2	-0.3	0	2	2	-1
COC(=O)CCCC(=O)N1CCC(CCC(=O)NCc2ccc(F)cc2)CC1	3	1	-1	1	1	-1.0	4	2	-7	-6
NC(Cc1ccc(C(F)(F)F)cc1)c1csc(NC(=O)Nc2ccccc2Oc2ccccc2)n1 (stereo unspecified)	·	3	-6	-2	-4	2.3	9	-2	14	-2

Two neighbouring entries from above:
smiles	HTRA1 inhibitor	LEDGF integ inh	PRMT1 FP inh	Rev-erbA mod	TCR-CD3 inh	PG9 Ab binder	ABHD4 inh	SIAE inh	rCAG RNA binder	TDP2 inh
NC(N)=N/N=C/c1ccc(OCc2ccccc2)c(OCc2ccccc2)c1	-41	-5	4	6	-8	0.3	20	25*	18	-13
Cc1nn(C)c(NC(=O)c2ccc(Cl)cc2Cl)c1Br	6	3	-3	2	-3	-0.8	-2	0	2	-9

Later entries
smiles	HTRA1 inhibitor	LEDGF integ inh	PRMT1 FP inh	Rev-erbA mod	TCR-CD3 inh	PG9 Ab binder	ABHD4 inh	SIAE inh	rCAG RNA binder	TDP2 inh
Cc1c(C)c2c(OCC(=O)N3CCC(C(N)=O)CC3)cc3c(c2oc1=O)CCC(C)(C)O3	-1	6	-4	2	-5	2.2	-11	-7	-1	-11
COc1ccccc1CNC(=O)C(=O)NCC1OCCN1S(=O)(=O)c1ccc(Br)cc1 (stereo unspecified)	-5	-2	2	-2	-3	0.5	5	0	-4	4
COc1ccc(C2C(C#N)=C(N)N(c3sc4c(c3C#N)CCCC4)C3=C2C(=O)CC(C)(C)C3)cc1OC (stereo unspecified)	-12	-4	11	-2	-20	0.8	-12	-2	8	-4
CCOc1ccccc1N(CC(=O)N1CCc2ccccc2C1)S(C)(=O)=O	-1	0	-4	-2	2	-2.6	1	-6	-5	-5
